Assay outcomes from PubChem BioAssay.
Epigenetic reg: derepresses silenced GFP reporter in murine cells; murine LDR cells, GFP reporter derepression, 30 h; Potency, µM (titrated, usually from 53.9 µM), inactives show top-dose GFP activation, usual class: activators; 280,000 tested, 0.2% active; AID 1865; active = well fitted activation curve with a large enough effect; inconclusive = small, poorly fitted or top-dose-only effect; note: % of control where 0% means no effect; nearly all actives have a fitted effect of over 60% in size
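Reporter derepression read as number of fluorescent GFP-positive objects, 20-120 um in size, counted by laser-scanning cytometer. Mouse LDR line with an epigenetically silenced CMV-GFP locus; compound incubation 30 h, 37 C.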
Active calls of the source: *; ? = inconclusive. Potency is the fitted concentration of half-maximal effect. Only part of the results is shown, so the mix of outcomes need not match the whole.

no. | molecule | Epigenetic reg
1 | COc1ccc(-c2nc3c(c(SCC(=O)N4CCCCC4)n2)Cc2c(CO)cnc(C)c2O3)cc1 | 11%
2 | CCCCn1c(=O)c2oc3ccccc3c2n(Cc2ccccc2C)c1=O | 7.8%
3 | O=C(Nc1ccccc1OCc1cc(=O)n2ccccc2n1)c1cccc(Br)c1 | 0.3%
4 | Cc1ccc(-n2nnnc2CNC(=O)c2ccccc2C)cc1C | 0.0%
5 | CC1CCN(S(=O)(=O)c2ccc3c(c2)N(CC(=O)NC(C)c2ccccc2)C(=O)CS3)CC1 (centres undefined) | 2.4%
6 | CCOc1ccc(NC(=O)c2cc(=O)c3cc(CC)ccc3o2)cc1 | ?
7 | COc1ccc(-c2noc(CC(=O)N(C)c3cccc(C)c3)n2)cc1 | -1.5%
8 | COc1ccc(-c2[nH]c(-c3ccc(F)cc3)nc2SCC(=O)Nc2ccc(OC)c(OC)c2)cc1 | -1.2%
9 | COc1cc(NC(=O)N2CCC3(CC2)Nc2ccccc2-n2cccc23)cc(OC)c1OC | -4.2%
10 | CCNC(=O)c1ccc2c(c1)sc1nc(-c3cccc(OC)c3)cn12 | 1.4%
11 | O=c1n(Cc2ccc(F)cc2Cl)c2ccccc2c2nc(-c3ccccc3)nn12 | -0.3%
12 | COc1ccc(-c2c(C#N)c(SCC(=O)Nc3ccc(C)c(C)c3)nc(C)c2C(=O)Nc2ccccc2)cc1OC | -1.6%
13 | CN(C)c1cc2c(cc1NS(=O)(=O)c1ccccc1)n(C)c(=O)n2C | -1.1%
14 | COc1ccc(NC(=O)c2cnc(Nc3ccc(C)c(Cl)c3)c3ccccc23)c(OC)c1 | 1.9%
15 | CCOc1ccc(-c2nnc(SCC(=O)Nc3ccc(C)cc3C)o2)cc1 | -3.3%
16 | CC1=C(C(N)=O)C(c2ccccc2F)n2nc(-c3ccc(Cl)cc3)nc2N1 (centres undefined) | 0.0%
17 | COc1cc(OC)c(NC(=O)C(c2ccccc2)N2Cc3ccccc3C2=O)cc1Cl (centres undefined) | 1.1%
18 | COC(=O)C1=C(C)NC(=O)NC1c1cn(-c2ccccc2)nc1-c1ccc(OC)c(Cl)c1 (centres undefined) | -0.2%
19 | O=C(CCS(=O)(=O)c1cc2c(cc1Cl)NC(=O)CO2)NCc1ccc(Cl)cc1 | 0.0%
20 | COc1ccc(-c2cc(-c3ccccc3)nc(SCC(=O)CC(=O)OC(C)C)c2C#N)cc1 | 0.0%
21 | CC(Sc1nccn1C)C(=O)Nc1ccccc1C#N (centres undefined) | -1.1%
22 | Cc1ccc2nc(N3CCC(C(=O)NCc4ccc(F)cc4)CC3)[nH]c2c1 | -3.8%
23 | O=C(Cc1csc2ccccc12)NCc1ccccc1F | -8.1%
24 | Cc1ccc(NC(=O)CSc2cn(CC(=O)N3CCCCCC3)c3ccccc23)cc1 | 3.2%
25 | COC(=O)c1ccccc1NC(=O)Cn1c(=O)n(CCCC(=O)NCc2ccccc2OC)c(=O)c2ccccc21 | ?
26 | COc1ccc(CNC(=O)CCn2c(=O)c3cccn3c3ccc(F)cc32)cc1OC | 5.6%
27 | COc1cc(NC(=O)CSc2nnc(C)n3c2cc2oc(C)cc23)cc(OC)c1 | ?
28 | Cc1cc(C)c(S(=O)(=O)NCCc2cc3c(C)ccc(C)c3[nH]c2=O)c(C)c1 | 1.2%
29 | Fc1ccccc1-c1nc(N2CCN(c3cccc(Cl)c3)CC2)c2ccccc2n1 | -1.6%
30 | Cc1ccc(S(=O)(=O)c2c(C)nn(-c3ccccc3)c2OC(=O)c2ccccc2F)cc1 | 3.1%
31 | COC(=O)c1c(C)sc(-c2c(-c3cccc(OC)c3)[nH]c3c2c(=O)[nH]c(=O)n3C)c1O | -3.2%
32 | COc1ccc(Nc2ncnc3c2c(-c2ccccc2)cn3-c2ccc(C)c(Cl)c2)cc1OC | 2.4%
33 | O=c1cc(-c2ccccc2)nc(SCc2nc(-c3ccccc3Cl)no2)[nH]1 | -0.9%
34 | COc1ccc(-c2cn3nc(SCC(=O)Nc4ccc(C)c(Cl)c4)ccc3n2)cc1 | 5.8%
35 | CCOCCCN(Cc1ccco1)C(=O)c1cc2c(s1)-c1c(C)cccc1OC2 | 2.7%
36 | COc1cccc(-n2ccnc2SCC(=O)Nc2nc3ccc(C)cc3s2)c1 | 11%
37 | Cc1noc(C)c1S(=O)(=O)NCCc1csc2nc(-c3ccc(Cl)cc3)nn12 | -1.3%
38 | CC1CCN(c2nc3c(S(=O)(=O)c4cccc(Cl)c4)nnn3c3ccsc23)CC1 | 0.9%
39 | CCc1ccc(NC(=O)c2ccc(F)c(S(=O)(=O)N3CCC(C)CC3)c2)cc1 | -2.4%
40 | Cc1ccc2onc(CC(=O)Nc3cccc(C(F)(F)F)c3)c2c1 | 1.1%
41 | COc1ccccc1NC(=O)c1cc(=O)c2ccc(C)c(C)c2o1 | -1.0%
42 | COc1ccc(N(CC(=O)N2CCCCC2)S(=O)(=O)c2ccc(OC)c(OC)c2)cc1 | -0.5%
43 | COc1ccccc1Nc1cc(C(=O)NCCCN(C)c2ccccc2)c2ccccc2n1 | -2.2%
44 | CC(C)c1ccc(S(=O)(=O)c2nnn3c2nc(NC2CCCC2)c2sccc23)cc1 | 8.1%
45 | O=C(CCCCCn1c(=O)c2sccc2n(CC(=O)Nc2ccccc2F)c1=O)NCc1ccc2c(c1)OCO2 | 5.3%
46 | Nc1c(C(=O)Nc2ccccc2Br)sc2nc(-c3cccs3)ccc12 | 7.7%
47 | COC(=O)c1ccc(CSc2nc3c([nH]c4ccccc43)c(=O)n2-c2cc(C)cc(C)c2)o1 | 1.4%
48 | Cc1cccc(N2CCN(C(=O)c3ccc4c(c3)N(Cc3cccc(Cl)c3)C(=O)c3ccccc3S4(=O)=O)CC2)c1C | 0.0%
49 | Cc1c(Cl)cccc1NC(=O)Cn1cc2c(n1)CCCC2 | -1.2%
50 | Cc1ccc(-c2onc(C)c2C)cc1S(=O)(=O)N1CCOc2ccc(Cl)cc21 | -2.5%

Further entries.
no. | molecule | Epigenetic reg
51 | Cc1ccc(NC(=O)c2oc3ccccc3c2NC(=O)Cc2ccccc2)cc1 | 4.3%
52 | CCOc1ccccc1C1C(C(=O)Nc2ccccc2)=C(C)Nc2nc(SCC(=O)c3ccc(C)cc3)nn21 (centres undefined) | 6.0%
53 | COc1ccc(CN2C(=O)c3oc4ccccc4c(=O)c3C2c2ccc(O)cc2)cc1 (centres undefined) | 0.0%
54 | CCOC(=O)C1CCCN(S(=O)(=O)c2cc3c4c(c2)CC(=O)N4CCC3)C1 (centres undefined) | 1.6%
55 | COc1ccccc1NC(=O)CSc1oc(-c2ccco2)nc1S(=O)(=O)c1ccc(C)cc1 | 0.2%
56 | COc1cc(NC(=O)c2ccccc2)ccc1NC(=O)c1cc2ccccc2o1 | -0.8%
57 | Cc1cccc(-c2noc(-c3cc(C(C)C)[nH]n3)n2)c1 | -4.9%
58 | Cc1ccccc1OCCSc1nc2ccc(NC(=O)c3ccccc3)cc2s1 | -0.8%
59 | CC(C)NC(=O)C1=CC(c2ccc3c(c2)OCO3)=NS(=O)(=O)N1C | 5.0%
60 | Cc1ccc2cccc(NC(=O)COc3ccccc3[N+](=O)[O-])c2n1 | 12%
61 | CCOc1ccc(Nc2nc(C)c(NC(=O)c3cccc(OC)c3)c(Nc3ccc(OCC)cc3)n2)cc1 | 2.1%
62 | COC(=O)c1ccc(C2c3c(-c4ccccc4O)n[nH]c3C(=O)N2Cc2cccnc2)cc1 (centres undefined) | -2.9%
63 | COc1ccc(Cc2nnc(C(=O)NCCCN3CCN(c4ccccc4F)CC3)o2)cc1OC | 0.0%
64 | CCN(CC)CCNC(=O)c1ccc2c(c1)sc1nc(-c3ccc(F)cc3)cn12 | 1.4%
65 | CC(C)C(=O)N1c2nc(-c3ccco3)nn2C2(CCCCC2)[C@@H]2CCCC[C@@H]21 | 0.0%
66 | COc1ccccc1CNC(=O)C(=O)NCC(c1cccs1)S(=O)(=O)c1ccc(F)cc1 (centres undefined) | 1.1%
67 | CCc1nn(Cc2ccc(Cl)cc2)c(=O)c2cc3cc(C)ccc3n12 | -3.0%
68 | CCCCc1ccc(-n2nc3cc(Cl)c(NC(=O)c4ccc(OC)cc4)cc3n2)cc1 | 1.1%
69 | Cc1cc(C)c(NC(=O)CSc2nccn2Cc2ccco2)c(C)c1 | 0.0%
70 | CCN(CC)CCCNC(=O)c1c(C)oc2ncn(CC(C)C)c(=O)c12 | -0.2%
71 | Cc1cc(C)c(Cn2c(=O)n(CCC(=O)NCCc3ccccc3)c(=O)c3ccccc32)c(C)c1 | 0.1%
72 | COc1ccc(C2c3c(n(C)c4ccccc34)C(=O)N2CC(=O)Nc2cccc(Cl)c2C)cc1 (centres undefined) | ?
73 | O=C(c1ccc(F)cc1)n1nc(-c2ccc(Cl)cc2)nc1NCc1ccco1 | 1.9%
74 | O=C(Cn1c(=O)oc2cc(S(=O)(=O)N3CCCCC3)ccc21)NCc1ccc(F)cc1 | 0.0%
75 | CCCCC(=O)Nc1cc(-c2nc3cccnc3s2)ccc1C | 0.0%
76 | Cc1ccc(N(Cc2cccs2)C(=O)c2ccc(Br)o2)cc1 | -3.2%
77 | CC(Oc1ccccc1)C(=O)N1CCN(Cc2cc(=O)n3nc(-c4ccccc4Cl)sc3n2)CC1 (centres undefined) | 2.4%
78 | COc1ccc(CNC(=O)Cn2c(=O)oc3cc(S(=O)(=O)NCc4ccccc4)ccc32)cc1 | 1.1%
79 | Cc1ccc(Sc2c(C(=O)NCc3cccc(F)c3)[nH]c3ccccc23)cc1 | -1.6%
80 | CCOC(=O)c1ccc(NC(=O)CC2Nc3ccccc3NC2=O)cc1 (centres undefined) | 1.9%
81 | COc1ccc(-c2nnc(SCC(=O)NCc3ccc(C)cc3)nc2-c2ccc(OC)c(OC)c2)cc1OC | 1.1%
82 | COc1cccc(CNC(=O)c2nnn(CC(=O)Nc3cc(Cl)ccc3C)c2N)c1 | 1.3%
83 | CCc1ccc(CNC(=O)CCCn2ccc3cc(S(=O)(=O)N4CCCC4)ccc32)cc1 | 3.8%
84 | CC(=O)c1ccc(NC(=O)CSc2nc(=O)n(Cc3ccncc3)c3c2CCC3)cc1 | -0.6%
85 | O=C(O)c1ccc(CSc2nc3cccnc3n2Cc2cccc(F)c2)cc1 | 1.4%
86 | CCCSC1=NC2(CCN(C(=O)NC3CCCCC3)CC2)N=C1c1ccc(C)cc1 | -0.4%
87 | COc1cc(S(=O)(=O)NCCc2c(C)[nH]c3ccc(C)cc23)ccc1Br | 0.4%
88 | Cc1cccc(CC(=O)NC2CC(=O)N(c3cccc(F)c3)C2)c1 (centres undefined) | 2.1%
89 | COc1cccc(C(=O)NCc2ccc3c(c2)CCN3C(=O)c2ccncc2)c1 | 1.1%
90 | O=S(=O)(c1ccc(Cl)cc1)c1nc(-c2cccs2)oc1N1CCCCC1 | -0.1%
91 | Cc1ccc(-n2nc(CO)c(C(=O)NCCCc3ccccc3)n2)cc1C | 8.5%
92 | Cc1ccc(Cc2nc3ccccc3nc2SCC(=O)Nc2ccc3c(c2)OCO3)cc1 | 14%
93 | Cc1ccc(-n2c(SCc3ccccc3F)nc3[nH]ncc3c2=O)cc1Cl | -1.1%
94 | COc1ccc2c(c1)c1c(c(=O)n(Cc3ccccc3)c(=O)n1CC(=O)Nc1c(C)cccc1C)n2C | 2.1%
95 | CC(=O)NCCNc1nc2c(-c3cccc(C)c3)nnn2c2ccc(Cl)cc12 | 9.6%
96 | CCOc1ccccc1NC(=O)c1c(NCc2sccc2C)sc2c1CCC(C)C2 (centres undefined) | -2.7%
97 | Cc1ccc(N2CC(NC(=O)c3ccc4c(c3)OCO4)CC2=O)cc1 (centres undefined) | 1.8%
98 | O=c1cc(CSc2ncn[nH]2)[nH]c2ccc(F)cc12 | 0.0%
99 | Cc1cc(NC(=O)C(C)C)cc(-c2nc3ncccc3o2)c1O | 0.8%
100 | O=C1C(c2ccc(F)cc2)N(CCc2ccc(Cl)cc2)C(=O)CN1C1CCCCC1 (centres undefined) | 2.7%

New compounds follow:
no. | molecule | Epigenetic reg
101 | COc1ccc(CN(Cc2ccco2)c2cnc(S(C)(=O)=O)nc2C(=O)Nc2ccc(F)cc2)cc1 | -3.2%
102 | Cc1cccc2sc(N(Cc3cccnc3)C(=O)CCOc3ccccc3)nc12 | 0.4%
103 | Cc1c(Cl)cccc1-n1nc(C)c2c(C)cc(=O)n(CC(=O)NCc3ccccc3)c21 | -1.1%
104 | Cc1ccc(C(C)(C)C)c(OCC(=O)NCCc2nc3ccccc3[nH]2)c1 | 0.0%
105 | CCc1ccc(-n2c(=O)c3c4c(sc3n(CC(=O)NC(C)CC)c2=O)CCCC4)cc1 (centres undefined) | -0.9%
106 | Cc1cc(=O)n2nc(N3CCC(C(=O)NCc4ccccc4)CC3)sc2n1 | -4.3%
107 | Cc1cccn2c(=O)c(C(=O)N3CCN(c4ccc(Cl)cc4)CC3)cnc12 | 0.0%
108 | O=C(Cn1c(=O)nc(-c2ccccc2)c2ccccc21)NCc1ccc(Cl)cc1 | 1.4%
109 | Cc1ccc(-c2nc3scc(CCNS(=O)(=O)c4ccc(F)c(C)c4)n3n2)cc1 | 2.8%
110 | O=C(CSc1ccnc(=O)[nH]1)NCc1ccc(F)cc1 | 5.5%
111 | COc1ccc(/C=C\c2onc(C)c2S(=O)(=O)N2CCC(C(=O)Nc3ccc(C)c(F)c3)CC2)cc1 | 3.7%
112 | COc1ccc(CNC(=O)CN2C(=O)CCn3nc(-c4cn(C)c5ccccc45)cc32)cc1 | -1.7%

Copied from above: compounds 101–105
no. | molecule | Epigenetic reg
101 | COc1ccc(CN(Cc2ccco2)c2cnc(S(C)(=O)=O)nc2C(=O)Nc2ccc(F)cc2)cc1 | -3.2%
102 | Cc1cccc2sc(N(Cc3cccnc3)C(=O)CCOc3ccccc3)nc12 | 0.4%
103 | Cc1c(Cl)cccc1-n1nc(C)c2c(C)cc(=O)n(CC(=O)NCc3ccccc3)c21 | -1.1%
104 | Cc1ccc(C(C)(C)C)c(OCC(=O)NCCc2nc3ccccc3[nH]2)c1 | 0.0%
105 | CCc1ccc(-n2c(=O)c3c4c(sc3n(CC(=O)NC(C)CC)c2=O)CCCC4)cc1 (centres undefined) | -0.9%
